SRC2 TRFRET art: counter-screen for PPARgamma SRC-2 recruitment agonists: TR-FRET artefact; stronger effect = higher value; TR-FRET ratio at 8 µM; hit rate 0.4% among 200,000; in the data active means TR-FRET ratio above about 2000; further: inactives centre near 1500
PPARg SRC-3 ag: PPARgamma-driven SRC-3 recruitment agonism; P37231; AID 731; activation, % at 8 µM; hit rate 0.26% among 200,000; biochemical PPARgamma/SRC-3 coactivator recruitment assay; in the data active means activation above about 23%;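 further: 0% = DMSO and 100% = reference agonist; some compounds past the cut are filed as inactive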
Target sequence (P37231 whole entry, looked up): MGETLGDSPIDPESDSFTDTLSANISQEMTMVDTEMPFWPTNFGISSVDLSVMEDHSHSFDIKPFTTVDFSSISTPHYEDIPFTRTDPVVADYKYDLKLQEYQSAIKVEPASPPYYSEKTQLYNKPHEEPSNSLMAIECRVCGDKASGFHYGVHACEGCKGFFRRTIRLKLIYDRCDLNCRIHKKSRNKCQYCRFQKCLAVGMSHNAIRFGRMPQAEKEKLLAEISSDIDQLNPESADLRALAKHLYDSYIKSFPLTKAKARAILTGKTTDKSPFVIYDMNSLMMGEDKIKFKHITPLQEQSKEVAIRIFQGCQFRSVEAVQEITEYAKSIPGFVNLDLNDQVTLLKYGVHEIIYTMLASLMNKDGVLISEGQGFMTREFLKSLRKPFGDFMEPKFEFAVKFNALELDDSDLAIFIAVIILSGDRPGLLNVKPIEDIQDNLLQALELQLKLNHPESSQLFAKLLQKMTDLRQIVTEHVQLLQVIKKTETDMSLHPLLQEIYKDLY
TNAP inh hiacc: TNAP (human) inhibition, high acceptor; P05186; purified TNAP, CDP-star luminescence, 1 M DEA; inhibition, % at 20 µM; hit rate 0.03% among 200,000; AID 1135;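 active means over 50% inhibition of tissue-nonspecific alkaline phosphatase at 20 µM in the single-dose screen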;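 further: plate controls were DMSO wells for no effect and EDTA-quenched wells as full inhibition for full effect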
Target sequence (P05186 whole entry, looked up): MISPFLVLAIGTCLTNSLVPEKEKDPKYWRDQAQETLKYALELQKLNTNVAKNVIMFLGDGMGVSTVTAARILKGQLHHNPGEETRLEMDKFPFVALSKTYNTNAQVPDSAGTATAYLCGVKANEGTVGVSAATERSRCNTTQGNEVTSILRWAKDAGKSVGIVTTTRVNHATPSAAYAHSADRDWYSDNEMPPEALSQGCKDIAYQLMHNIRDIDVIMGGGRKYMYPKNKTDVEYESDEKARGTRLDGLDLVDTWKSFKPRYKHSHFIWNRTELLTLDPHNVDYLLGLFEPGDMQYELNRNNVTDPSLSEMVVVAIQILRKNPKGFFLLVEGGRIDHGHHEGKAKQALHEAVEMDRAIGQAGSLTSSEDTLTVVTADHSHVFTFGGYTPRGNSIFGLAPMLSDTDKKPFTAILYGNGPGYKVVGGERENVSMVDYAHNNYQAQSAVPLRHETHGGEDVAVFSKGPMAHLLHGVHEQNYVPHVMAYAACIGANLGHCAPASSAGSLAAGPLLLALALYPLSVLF
TNAP inh noacc: inhibitors of human TNAP without phosphate acceptor; inhibition, % at 20 µM; P05186; purified TNAP, CDP-star luminescence, 30 min; hit rate 0.26% among 200,000;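 active means tissue-nonspecific alkaline phosphatase inhibition above about 50% at 20 µM in the single-dose screen, limit read from the data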;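 further: 0% = DMSO negative control and 100% = EDTA positive control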
HMGR II inh: inhibitors of class II HMG-CoA reductase from Enterococcus faecalis | inhibition, % at 10 µM | purified E. faecalis HMGR, NADPH absorbance 340 nm kinetic | AID 1066 | hit rate 0.41% among 190,000;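 active means inhibition above a set limit, the median over all tested compounds plus 3 SD, cut at about 9.5% in these data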;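 further: enzyme runs in reverse so mevalonate oxidation gives rising NADPH absorbance; 0% = complete reaction with DMSO and 100% = background rate lacking mevalonate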
bIAP inhibitor: blocks bovine intestinal alkaline phosphatase activity; 190,000 tested, under 10 active; purified bovine IAP, CDP-star luminescence, 30 min; inhibition, % at 20 µM;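 active means over 50% inhibition of intestinal alkaline phosphatase at 20 µM in the single-dose screen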
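Assay system – bovine IAP enzyme · Quantity – bovine IAP at 1/65,000,000 final dilution · Detection – CDP-star luminescence signal · Times – 30 min reaction at room temperature · Also added – CDP-star substrate at 30 µM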
bIAP act: intestinal alkaline phosphatase (bovine) activation | purified bovine IAP, CDP-star luminescence, 30 min; stronger effect = higher value; fold of DMSO-control signal, blank-subtracted | activation factor at 20 µM | hit rate 0.17% among 200,000 | AID 1016;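 active means activation factor of 2 or more at 20 µM, a signal rise over negative controls twice the positive control's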
PPARg SRC1 recr: promotes SRC-1 coactivator recruitment by human PPARgamma; P37231; PPARgamma-SRC-1 coactivator recruitment biochemical assay; activation, % at 8 µM; hit rate 0.41% among 200,000; AID 631; in the data active means activation above about 19%;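 further: 0% = DMSO and 100% = reference agonist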
TNAP act hi DEA: TNAP (human) activation, high acceptor. 200,000 tested, under 10 active. purified TNAP, CDP-star luminescence, 1 M DEA, 30 min; stronger effect = higher value; 0 = EDTA background, 1 = DMSO-only activity. P05186. activation factor at 20 µM. AID 1136;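 active means activation factor at least 2 at 20 µM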
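Assay system: human TNAP; Input: enzyme diluted 1/800 final; Reagent: CDP-star luminogenic substrate at 100 µM final; Timing: 30 min, room temperature; Signal: luminescence; Evaluation: TNAP activation factor scaled between EDTA and DMSO control wells.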
PPARg SRC2 recr: agonists of SRC-2 recruitment by human PPARgamma; PPARgamma LBD-SRC-2 recruitment, biochemical; hit rate 0.34% among 200,000; P37231; activation, % at 8 µM; AID 1032; in the data active means activation above about 22%;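 further: 0% = vehicle and 100% = reference agonist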
* hit, by the source's call; . = no result given.

structure	SRC2 TRFRET art	PPARg SRC-3 ag	TNAP inh hiacc	TNAP inh noacc	HMGR II inh	bIAP inhibitor	bIAP act	PPARg SRC1 recr	TNAP act hi DEA	PPARg SRC2 recr
Cc1ccc(-c2nc3c(=O)n(C)c4ccccc4c3o2)cc1	1394	2.9	-6.3	-15.8	-1.8	-3.4	1	-0.6	1.1	4.6
CN1CCN(S(=O)(=O)c2ccc(SCCOc3ccccc3)nc2)CC1	1626	1.0	-9.1	-16.2	-7.8	2.4	1	-2.1	1.1	1.7
CCC(=O)NC(=S)Nc1ccccc1C(=O)OC	1608	9.0	-3.6	-3.3	-2.8	-54.4	1.5	0.7	1	-3.0
S=C(Cc1ccc(Cl)cc1)N1CCOCC1	1735	-1.0	-2.6	-12.3	-6.1	6.4	0.9	-0.3	1	7.6
O=C(CCN1C(=O)COc2ccccc21)NCCC1=CCCCC1	1478	-3.3	2.8	-4.8	6.3	5.3	0.9	-2.6	1	-0.1
C=CCN1C(=O)C(O)=C(C(C)=O)C1c1ccccc1F (centres undefined)	1614	6.7	-8.8	-7.8	-0.3	0.5	1	4.1	1.1	9.8
CC1CCCC(C)N1S(=O)(=O)c1ccc(S(=O)(=O)NCc2ccccc2)cc1 (centres undefined)	1454	0.4	-1.5	-8.7	-0.4	1.8	1	-4.4	1	-3.1
Cc1ccc(-c2csc(-c3ccncc3)n2)cc1	1532	-0.9	-5.2	-9.8	-3.1	7.3	0.9	2.6	1.1	7.5
CN1/C(=C/C(=S)NC(=O)C2(C)CC2(Cl)Cl)C(C)(C)c2ccccc21 (centres undefined)	1642	9.5	21.8	34.7	-0.3	30.7	0.7	4.4	0.8	17.4
CC1(C)CC(=O)C2=C(C1)OC(N)=C(C#N)C2c1ccccc1[N+](=O)[O-] (centres undefined)	1388	6.4	-7.3	-6.8	-4.3	-20.7	1.2	-0.3	1.1	8.8
[O-]/C(=C(\C(=S)Nc1ccc(SC(F)F)cc1)[n+]1ccccc1)c1ccc(Cl)cc1Cl	1480	5.5	-2.6	-4.9	1.4	-3.4	1	2.5	1	11.9
CCOc1nc(NC(C)C)nc(NC(C)C)n1	1562	-3.1	0.8	-3.3	-0.1	3.6	1	-6.6	1	0.5
Cc1ccc(C(=O)Nc2ccc(O)c(C(=O)O)c2)o1	1604	7.7	-0.6	-7.3	-2.7	11.4	0.9	2.3	1	14.1
O=C1CCN2C=Nc3cccc4ccc1c2c34	1526	-8.9	0.8	-24.5	-0.8	-4.9	1	5.6	1	6.4
OCCNCCNCc1ccc(-c2ccccc2)cc1	1467	-1.9	-3.7	4.7	-1.7	-2.4	1	0.1	1	2.6
COc1cc(/C=C/C(=O)Nc2ccc(C)cc2)cc(OC)c1OC	1422	2.1	-3.4	-16.1	-0.5	-41.7	1.4	5.6	1	4.8
CCC(=O)NC(=S)Nc1cccc(NC(=O)c2ccccc2C)c1	1765	1.5	-0.3	-8.6	1.5	-8.5	1.1	3.5	1	9.1
CC1CCC(C(=O)NC(C(=O)NCCCN2CCOCC2)C(C)C)CC1 (centres undefined)	1445	-7.5	-3.5	-9.2	-3.1	-3.2	1	0.9	1	-9.3
CC1CCN(Cc2c(C#N)c3ccccc3n2C)CC1	1368	4.3	-6.5	-0.3	-1.8	3.6	1	-6.4	1.1	-4.6
O=c1[nH]nnc2sc3c(c12)CCCC3	1513	6.8	0.6	-9.2	-3.8	9.3	0.9	0.8	1	1.9

An excerpt from above in order of their number in bIAP act, high to low.
molecule | bIAP act
CCC(=O)NC(=S)Nc1ccccc1C(=O)OC | 1.5
CN1CCN(S(=O)(=O)c2ccc(SCCOc3ccccc3)nc2)CC1 | 1
S=C(Cc1ccc(Cl)cc1)N1CCOCC1 | 0.9

More results follow:
structure	SRC2 TRFRET art	PPARg SRC-3 ag	TNAP inh hiacc	TNAP inh noacc	HMGR II inh	bIAP inhibitor	bIAP act	PPARg SRC1 recr	TNAP act hi DEA	PPARg SRC2 recr
CCOC(=O)c1cc(NC(=O)Nc2ccccc2OC)c(C)nc1C	1447	5.8	0.2	-1.9	1.6	-1.3	1	4.1	1	4.7
CCC(C)N1C(=O)c2ccccc2C1C(=O)NC1CCCCCC1 (centres undefined)	1613	4.9	1.5	-7.9	1.7	-1.1	1	8.3	1	4.9
Cc1cc(=O)[nH]c(N/N=C/CCc2ccccc2)n1	1550	-0.3	-2.9	-6.9	3.2	-5.4	1.1	5.7	1	3.6
Cc1ccc(N2CCN(C(=O)N3CCOCC3)CC2)cc1C	1686	0.1	-3.6	-9.5	3.0	-7.5	1.1	6.8	1	9.6
Cc1ccc2c(c1)c1ncnc(N3CCOCC3)c1n2C	1697	-2.4	-4.4	-18.0	1.1	3.8	1	7.0	1	0.6
C=CCN1C(=O)CN=C1Nc1cc(C)ccc1C	1612	5.3	-8.0	-16.7	-2.3	-9.4	1.1	2.6	1.1	1.8
O=C(O)C1=C[C@H](c2csc3ccccc23)C[C@H](OCCCCO)O1	1442	-7.1	-6.8	-7.1	-4.5	0.3	1	1.5	1.1	-3.3
Cc1cnc(C(=O)NC(C)CCc2ccccc2)cn1 (centres undefined)	1867	4.4	-7.0	-9.8	-0.6	-7.7	1.1	7.7	1.1	4.4
COc1ccc(-c2nc(CSCC(=O)N3CCc4ccccc4C3)c(C)o2)cc1OC	1675	4.3	-2.9	-16.4	0.4	-2.0	1	5.1	1	-2.4
CC1CCCC(C)N1C(=O)COc1ccc([N+](=O)[O-])cc1Cl (centres undefined)	1491	3.9	0.2	-8.9	1.8	-3.4	1	9.9	1	-0.6
Cc1sc2nc(CN3CCCCC3)nc(Cl)c2c1C	1625	5.1	-0.4	-13.2	-7.3	-2.5	1	-3.9	1	-1.8
COc1ccc(OC)c(S(=O)(=O)NCCc2cn3ccsc3n2)c1	1589	-0.1	0.0	-4.3	2.5	3.5	1	-7.7	1	3.1
CCNc1nc(NCC)nc(OCCOC(C)=O)n1	1439	-21.8	-5.9	-7.6	-7.5	8.3	0.9	2.2	1.1	-5.1
COC(=O)c1ccc(NC(=O)CCn2cccc2)cc1	1492	0.6	-5.4	-13.6	-2.9	9.0	0.9	6.3	1.1	-2.9
Cc1ccccc1CC1(CO)CCCN(Cc2ccc3c(c2)OCCO3)C1 (centres undefined)	1655	5.1	-7.6	0.7	-3.6	-13.0	1.1	0.2	1.1	5.6
COc1cccc(/C=N/NC(=O)c2nc(-c3ccccc3)cc(-c3ccccc3)n2)c1O	1614	1.8	12.4	-24.1	-0.3	-2.1	1	4.0	0.9	3.7
CCCc1c(C)c2c(C)[nH]nc2oc1=O	1557	1.3	-4.3	0.8	-3.4	-9.5	1.1	-0.3	1	0.5
Cc1csc(NC(=O)c2nc3nc(C)cc(C)n3n2)n1	1593	7.9	-10.5	-4.5	-0.3	-30.7	1.3	4.0	1.1	10.2
Fc1cccc(CN2CCN(Cc3nc(CCc4ccccc4)no3)CC2)c1	1432	1.1	-4.9	-8.3	2.0	7.4	0.9	1.5	1	0.5
CCOc1ncccc1C(=O)OCc1ccc(C(=O)OC)cc1	1589	7.8	2.4	-7.7	3.8	0.3	1	8.5	1	5.5
CC(=O)Nc1ccc(OC(=O)c2ccco2)cc1	1507	2.5	-2.8	-9.5	-2.5	1.9	1	4.3	1	5.9
O=C(NC1(C(F)(F)F)NC(=O)N(Cc2ccccc2)C1=O)c1cccnc1 (centres undefined)	1226	4.0	-1.1	-8.0	-3.1	2.3	1	-3.2	1	11.8
O=c1c2c3nc4ccccc4nc3n(CC3CCCO3)c2ncn1CCc1ccccc1 (centres undefined)	1447	0.3	-2.3	-8.2	-4.4	7.2	0.9	0.0	1	0.1
CCNS(=O)(=O)c1cccc(C(=O)c2c(C)cc3ccccn23)c1	1463	-0.2	2.4	-11.5	1.2	-8.3	1.1	1.1	1	0.7
O=C(NC1CCCCC1)c1ccc(CNc2c(N3CCOCC3)c(=O)c2=O)cc1	1638	2.5	-9.4	-13.9	-1.0	9.8	0.9	-2.6	1.1	2.4
Cc1cccc(NC(=O)CCCN2C(=S)NC(C)(C)CC2C)c1C (centres undefined)	1471	-5.7	-1.9	-3.4	-2.2	17.4	0.8	-1.5	1	-0.9
Cc1ccc(C)c(NS(=O)(=O)c2cc(C(=O)N3CCCC3)ccc2Cl)c1	1723	6.4	-0.9	-1.0	-0.6	-2.7	1	-1.3	1	0.2
Cc1csc(NC(=O)CSc2nc3[nH]ncc3c(=O)[nH]2)n1	1467	-2.7	-1.9	-19.9	.	-1.9	1	-9.8	1	-5.8
COc1cccc(-n2c(-c3cccc(S(=O)(=O)N(C)C)c3)n[nH]c2=S)c1	1635	6.6	-2.9	-0.2	6.3	14.5	0.9	11.1	1	10.2
Cc1nn(C)cc1/C=N/O	1475	1.0	-3.7	-11.7	-8.1	7.7	0.9	-3.4	1	0.7
CC(C)(C)c1ccc(S(=O)(=O)Nc2ccccn2)cc1	1652	1.3	-5.2	-11.1	-3.6	-26.9	1.3	1.4	1.1	-4.4
COc1ccc(C(=O)Nc2cc(C)nc3ccccc23)cc1OC	1599	-6.0	-1.6	-7.8	1.1	4.3	1	-0.2	1	2.0
CCCCS(=O)(=O)NC1=NCN(C2CCN(Cc3ccccc3)CC2)CN1	1619	-18.0	.	.	.	.	.	-2.0	.	0.1
Cc1ccc(NC(=S)NC2CCN(Cc3ccccc3)CC2)cc1	1653	2.1	-3.5	-0.4	-6.1	-0.4	1	-11.6	1	-2.6
Cc1ccc(C)c(S(=O)(=O)Nc2ccccc2C(=O)Nc2cc(C)on2)c1	1520	-1.4	1.5	-1.7	-4.5	-0.8	1	0.3	1	-6.7
N#Cc1sc2nc3c(c(-c4cccnc4)c2c1N)CCC3	1663	-3.2	-5.4	-15.3	-0.5	10.5	0.9	-3.1	1.1	0.1
CCCNC(=O)CS(=O)(=O)Cc1nc(-c2ccccc2C)oc1C	1382	0.6	-1.8	-9.7	-11.3	-7.4	1.1	4.0	1	4.2
O=C1CCC(=O)N1OCCOc1ccccc1	1475	-0.4	-0.9	1.2	3.9	-2.5	1	5.5	1	-4.2
CCN(Cc1ccncc1)C(=S)NCc1ccccc1	1388	4.2	-5.7	1.2	0.4	-11.2	1.1	-4.7	1.1	-1.4
O=C(O)C1CC(=O)N(Cc2ccccc2)C1 (centres undefined)	1512	-9.4	-2.9	-2.8	-0.7	14.6	0.9	1.6	1	4.4
COc1ccc(C(=O)C(c2ccccc2)N2CCOCC2)cc1 (centres undefined)	1430	-3.1	-10.8	1.6	-1.2	2.9	1	-0.8	1.1	-2.2

Reprinted at random: two records from the list
structure	SRC2 TRFRET art	PPARg SRC-3 ag	TNAP inh hiacc	TNAP inh noacc	HMGR II inh	bIAP inhibitor	bIAP act	PPARg SRC1 recr	TNAP act hi DEA	PPARg SRC2 recr
CC1CCN(Cc2c(C#N)c3ccccc3n2C)CC1	1368	4.3	-6.5	-0.3	-1.8	3.6	1	-6.4	1.1	-4.6
N#Cc1sc2nc3c(c(-c4cccnc4)c2c1N)CCC3	1663	-3.2	-5.4	-15.3	-0.5	10.5	0.9	-3.1	1.1	0.1

Source: PubChem (several laboratories)
